NLRP3 yeast inh: blocks the NALP3 inflammasome reconstituted in yeast; Yeast reconstituted NLRP3/ASC/caspase-1, beta-gal luminescence, 24 h; inhibition, % at 10 µM; 330,000 tested, 0.39% active;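 active = inhibition of 50% or more; inactive = inhibition below 50%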;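 note: plate controls were induced DMSO wells for no effect and uninduced yeast grown without galactose for full effect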
mIAP inh: mouse IAP inhibition. purified mouse IAP, CDP-Star luminescence, 30 min. inhibition, % at 10 µM. 330,000 tested, 0.2% active. AID 2806;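 active = inhibition of at least 40% at 10 µM in the primary screen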;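 note: plate controls were DMSO with enzyme for no effect and no enzyme wells for full effect; values of inactives mirror those of a sister screen read the other way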
hIAP inh: human IAP inhibition | P09923 | purified IAP, CDP-Star luminescence, 30 min | inhibition, % at 10 µM | 330,000 tested, 0.12% active;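 active = inhibition reaching a set limit with compound at 10 µM in the primary screen, cut at about 35% in these data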;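 note: plate controls were DMSO wells with enzyme for no effect and no-enzyme buffer wells for full effect; values of inactives mirror those of a sister screen read the other way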
Target sequence (P09923 whole entry, looked up): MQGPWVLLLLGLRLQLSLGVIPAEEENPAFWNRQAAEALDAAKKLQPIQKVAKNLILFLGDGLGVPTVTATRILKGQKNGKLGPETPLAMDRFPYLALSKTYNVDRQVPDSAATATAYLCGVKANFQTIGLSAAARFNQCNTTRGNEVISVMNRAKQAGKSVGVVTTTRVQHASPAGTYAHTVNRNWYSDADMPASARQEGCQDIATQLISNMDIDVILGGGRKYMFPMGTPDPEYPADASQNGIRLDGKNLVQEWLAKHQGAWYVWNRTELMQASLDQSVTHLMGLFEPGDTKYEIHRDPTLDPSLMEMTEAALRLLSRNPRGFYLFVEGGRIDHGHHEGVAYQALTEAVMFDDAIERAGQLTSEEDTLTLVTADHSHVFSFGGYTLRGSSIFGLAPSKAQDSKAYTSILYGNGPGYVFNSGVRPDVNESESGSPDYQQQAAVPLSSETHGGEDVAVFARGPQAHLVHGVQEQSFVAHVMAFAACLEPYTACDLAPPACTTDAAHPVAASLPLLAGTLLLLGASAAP
TIM10 inh: growth inhibitors of TIM10 yeast strain. S. cerevisiae TIM10 strain growth, BacTiter-Glo luminescence, 24 h. inhibition, % at 10 µM. 330,000 tested, 1.4% active. AID 463195;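 active = inhibition of 40% or more at the single tested concentration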;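 note: wild-type TIM10 isogenic control strain grown at permissive 25 °C; 0% = DMSO yeast wells and 100% = minimal medium wells without yeast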
MIN6 prolif: inducers of beta-cell replication in MIN6 cells; MIN6 cells proliferation, ATPlite luminescence, 48 h; cells starved in 0.2% serum; 100% = growth in 10% serum; 330,000 tested, 0.29% active; proliferation, % at 10 µM;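 active = compounds whose signal lies at least 3.5 SD above the mean of all wells on their plate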;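 note: 0% = DMSO-treated cells in low-serum medium and 100% = 10% serum control; some compounds called inactive have numbers as strong as hits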
A3G deaminase: inhibitors of human APOBEC3G DNA deaminase. Q9HC16. recombinant A3G, ssDNA deamination FAM/TAMRA fluorescence. inhibition, % at 20 µM. 330,000 tested, 0.28% active;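 active = inhibition of at least 40% at 20 µM, with no more than 30% in the related APOBEC3A deaminase screen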;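 note: plate controls were DMSO wells with A3G for no effect and wells lacking A3G enzyme for full effect; some compounds called inactive have numbers as strong as hits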
mIAP activ: increases mouse intestinal alkaline phosphatase activity. 330,000 tested, 0.24% active. muIAP, CDP-Star luminescence, 30 min; stronger effect = higher value; 1 = vehicle-only enzyme signal, 0 = enzyme-free wells. activation factor at 10 µM;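 active = activation factor of at least 2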; note: the source names both 10 and 20 µM as test concentration; values of inactives mirror those of a sister screen read the other way
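System: Mouse IAP enzyme | Also added: CDP-Star substrate | Dosing: Compounds dispensed in DMSO | Schedule: 30 min enzyme-substrate-compound incubation at room temperature | Technique: Chemiluminescence readout | Control set: DMSO-only wells and no-enzyme negative control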
tim10-1 inh: tim10-1 yeast growth inhibition; S. cerevisiae tim10-1 ts strain growth, BacTiter-Glo, 24 h; inhibition, % at 20 µM; 330,000 tested, 2.2% active;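 active = inhibition of at least 40%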;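 note: mutant grown at 25 °C; 0% = DMSO wells with yeast and 100% = wells holding no yeast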
A3A deaminase: inhibitors of human APOBEC3A DNA deaminase; 330,000 tested, 0.41% active; P31941; recombinant A3A, FAM/TAMRA ssDNA deamination fluorescence; inhibition, % at 20 µM;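 active = at least 40% inhibition at 20 µM here, with at most 30% in a related deaminase screen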;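 note: plate controls were A3A with DMSO for no effect and wells lacking A3A enzyme for full effect; some results filed as inactive read as strong as hits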
Target sequence (P31941 whole entry, looked up): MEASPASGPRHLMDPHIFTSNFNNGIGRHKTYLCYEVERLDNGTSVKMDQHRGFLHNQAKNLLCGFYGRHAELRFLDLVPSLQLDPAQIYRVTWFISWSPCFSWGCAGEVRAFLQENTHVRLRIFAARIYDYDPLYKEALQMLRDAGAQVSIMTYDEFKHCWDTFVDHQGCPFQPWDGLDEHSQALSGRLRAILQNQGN
* marks the source's active call; other numbers are inactive results.

SMILES	NLRP3 yeast inh	mIAP inh	hIAP inh	TIM10 inh	MIN6 prolif	A3G deaminase	mIAP activ	tim10-1 inh	A3A deaminase
O=S(=O)(c1cnc(Cl)c(Br)c1)N1CCN(c2ncccn2)CC1	18	5	6	0	-5	-3	0.95	-20	0
O=[N+]([O-])c1ccccc1CN1CCN(Cc2ccc3ccccc3c2)CC1	11	14	-22	5	-3	2	0.86	16	-6
O=C(c1ccc2c3n(nc2c1)-c1ccccc1CO3)N1CCOCC1	2	7	-3	41*	-6	-12	0.93	48*	0
COc1ccc(-n2nc(C)c3sc(C)nc3c2=O)cc1	6	-8	10	17	1	-4	1.1	13	-1
O=C(NCc1ccccc1)C(c1ccco1)N(C(=O)c1ccccn1)c1ccc(F)cc1 (stereo not drawn)	8	3	-9	14	0	-3	0.97	21	2
COc1ccc(C(C(=O)NC2CCCC2)N(C(=O)c2ccoc2C)c2ccc(C)c(C)c2)cc1 (stereo not drawn)	-11	5	-44	35	-6	-6	0.95	41*	-1
OC(CN1CCOCC1)C12CC3CC(CC(C3)C1)C2 (stereo not drawn)	7	4	5	11	-1	-5	0.96	4	-3
Cc1ccc(C(=O)N/C(=C\c2ccco2)C(=O)NCCCN2CCOCC2)cc1C	17	0	6	-21	7	-5	1	1	-1
COc1ccc(N2CCN(C(=O)c3cccc(S(=O)(=O)N4CCCc5ccccc54)c3)CC2)cc1	19	1	10	2	-2	-7	0.99	2	-4
O=C(CSc1nnc(Cc2ccccc2)o1)Nc1ccc2c(c1)OCO2	-13	-2	-18	-14	-3	-6	1	0	1
C=CCOC(=O)CSCC(NC(=O)OC(C)(C)C)C(=O)OCC (stereo not drawn)	0	-9	-16	5	0	-4	1.1	12	-2
O=C(Nc1cccc(N2C(=O)C=CC2=O)c1)c1cccs1	-13	3	-41	8	-7	55*	0.97	63*	24
Cc1cc(C)cc(NC(=O)NCc2ccccn2)c1	4	2	-18	-5	2	-6	0.98	-22	0
CC(C)c1ccc(N(C(=O)c2snc(C(N)=O)c2N)C(C(=O)NC2CCCC2)c2ccncc2)cc1 (stereo not drawn)	20	10	5	-1	-1	-10	0.9	-4	-2
COc1cc(NS(=O)(=O)c2cn(C)cn2)cc(OC)c1OC	-5	-3	17	-1	0	6	1	-2	0
CCOc1ccc(N2C(=O)c3ccc(C(=O)OCC(=O)N(CC)C4CCS(=O)(=O)C4)cc3C2=O)cc1 (stereo not drawn)	-9	-8	2	4	1	-5	1.1	-2	-2
O=C(Nc1ccccc1)c1ccccc1O	43	4	22	-1	-3	-3	0.96	-22	0
Cc1cc(Cl)ccc1OCC(=O)N[C@@H](Cc1ccccc1)c1nc2ccccc2[nH]1	1	-16	-40	-8	-1	15	1.2	0	42*
Cc1ccc(CNC(=O)C2CCN(C(=O)Nc3ccc(C)cc3)CC2)cc1	17	-4	8	1	-1	-12	1	2	-5
CCOc1ccccc1OCCCC(=O)Nc1nc2ccccc2[nH]1	-4	9	3	-12	1	-5	0.91	12	-1
COCCNC(=O)c1ccc(C)cc1C	19	10	0	12	7.9*	-9	0.9	2	-3
C=CCC1(CC=C)CCCN1C(=O)c1cc(COc2ccccc2SC)on1	14	9	-8	12	1	-2	0.91	16	-1
CN1CCCN(C(=O)CNC(=O)Cc2ccccc2)CC1	-3	3	10	-11	-3	-4	0.97	5	3
CC(C)c1ccc(NC(=O)C2CCCN(S(=O)(=O)c3cnc[nH]3)C2)cc1 (stereo not drawn)	-17	10	-7	2	5	-4	0.9	1	-2
Cc1nc(-c2ccccc2)nc(Cl)c1Cl	-16	3	16	4	-2	-5	0.97	0	-5
O=c1[nH]c(/C(Cl)=C/c2cccc(F)c2)nc2cc(C(F)(F)F)ccc12	18	10	17	23	-3	-11	0.9	21	-2
O=C(c1ccco1)N1CCN(c2ncnc3c2nnn3Cc2ccccc2Cl)CC1	-4	1	1	3	0	-1	0.99	17	-15
CC(C)(C)C1(C)OC(C(=O)NC2CCCCC2)C(C(=O)NC2CCCCC2)O1 (stereo not drawn)	4	-1	7	33	-1	-5	1	26	0
CC1(C)CC2CC(C)(CN2S(=O)(=O)c2ccc(C(=O)Nc3cc(S(=O)(=O)N4CCOCC4)ccc3Cl)cc2)C1 (stereo not drawn)	21	18	11	27	0	-8	0.82	16	-1
Cn1c(N/N=C/c2ccccc2)nc2sc3c(c2c1=O)CCC3	23	9	5	4	-2	-2	0.91	-8	-1

An excerpt of these results, as labelled records:
> COCCNC(=O)c1ccc(C)cc1C
  NLRP3 yeast inh = 19; mIAP inh = 10; hIAP inh = 0; TIM10 inh = 12; MIN6 prolif = 7.9*; A3G deaminase = -9; mIAP activ = 0.9; tim10-1 inh = 2; A3A deaminase = -3
> C=CCC1(CC=C)CCCN1C(=O)c1cc(COc2ccccc2SC)on1
  NLRP3 yeast inh = 14; mIAP inh = 9; hIAP inh = -8; TIM10 inh = 12; MIN6 prolif = 1; A3G deaminase = -2; mIAP activ = 0.91; tim10-1 inh = 16; A3A deaminase = -1

Next section:
SMILES	NLRP3 yeast inh	mIAP inh	hIAP inh	TIM10 inh	MIN6 prolif	A3G deaminase	mIAP activ	tim10-1 inh	A3A deaminase
CCC1(CC)Cc2ccccc2-c2nc(-c3ccccc3)oc(=O)c21	-5	2	-3	-4	-4	1	0.98	-2	2
COc1ccc(/C(C)=N/NC(=O)CNC(=O)Cc2ccccc2)c(OC)c1	8	0	-16	-10	-1	9	1	24	4
Cc1nc([N+](=O)[O-])cn1CC(=O)c1ccc(Cl)cc1	20	10	11	-229	-5	-9	0.9	-290	-1
O=C(NNC(=O)C1CC=CCC1)c1ccccc1Br (stereo not drawn)	2	-3	-30	8	0	4	1	6	1
CC(C)c1ccc(NC(=O)CCNS(=O)(=O)c2cccc3nsnc23)cc1	20	7	-18	21	4.6*	-10	0.93	31	-6
CCc1ccc(N2C(=O)c3cc(N4CCOCC4)c([N+](=O)[O-])cc3C2=O)cc1	0	2	8	7	3	4	0.98	-1	-1
O=C(NCCCN1CCCC1=O)c1cccc(S(=O)(=O)N2CCN(c3ccc(F)cc3)CC2)c1	7	-1	-15	12	2	-3	1	9	-1
O=C(CN(C(=O)CCC(=O)Nc1ccccn1)c1cccc(F)c1)NCc1ccc(F)cc1	2	4	20	7	-2	-5	0.96	2	-3
COCCCNC(=O)CSc1nc2ccc(N3CCOCC3)cc2c(=O)n1CCc1ccccc1	13	12	2	19	-2	3	0.89	34	-1
CC(O)C1C(=O)OC2(C)CC(C)(C)NC(=S)N12 (stereo not drawn)	16	12	21	2	1	-2	0.88	12	-5
O=S1(=O)NC(C2CC2c2ccccc2)CCO1 (stereo not drawn)	7	6	5	1	4	-5	0.94	12	-1
Cc1cc(-c2nnc(SCC(=O)Nc3ccccc3C)n2N)n[nH]1	5	10	12	-3	-3	-5	0.9	5	-4
CCOc1ccc2ccccc2c1C(=O)Nc1cc(=O)n(C)c(=O)n1C	-2	-6	-17	11	0	-7	1.1	-30	1
O=S1(=O)CC/C(=N\Nc2ccccc2)c2ccsc21	16	10	2	2	0	1	0.9	-16	1
Cc1cc(-c2ccc(C)c(S(=O)(=O)NCc3ccc(Br)cc3)c2)on1	19	2	-7	0	-4	-7	0.98	43*	-5
CCc1ccc(-c2nn(-c3ccccc3)cc2C2SCC(=O)N2Cc2ccco2)cc1 (stereo not drawn)	11	-7	0	8	-6	0	1.1	26	4
Cc1cccc(NC(=O)Nc2ccc3c(c2)CCC3)c1	23	-188	-5	3	1	1	2.9*	1	2
C/C(=N/NS(=O)(=O)c1ccc(C)cc1)c1ccc(NC(=O)C(F)(F)F)cc1	10	-5	-2	10	0	-7	1.1	-5	8
O=C(O)Cn1c(C(F)(F)F)nc2ccccc21	15	1	-15	6	-4	-6	0.99	-9	-4
CN(C)S(=O)(=O)c1cccc(NC(=O)COC(=O)c2cn(-c3ccccc3)nc2-c2ccccc2)c1	0	-20	-5	-12	0	-7	1.2	20	-2
N#Cc1ccc(CN2CCN(c3ccc(S(=O)(=O)N4CCCC4)cn3)CC2)cc1	12	4	-6	1	-1	-4	0.96	-18	-2
CC1CCN(c2nc3ccc(C(=O)NCCCN4CCCCC4)cc3s2)CC1	12	2	4	10	0	-5	0.98	10	-2
CCOc1ccc(N2C(=O)CC(Sc3nc(-c4cccs4)cc(C(F)(F)F)c3C#N)C2=O)cc1 (stereo not drawn)	18	15	11	11	0	-4	0.85	23	3
Cc1cc(=O)n2ccccc2c1C#N	9	7	-12	21	-3	-4	0.93	-6	-4
O=C(/C=C/c1cccc([N+](=O)[O-])c1)N1CCN(c2ccccc2F)CC1	34	6	-5	-2	0	-3	0.94	11	3
CC(C(=O)Nc1ccccn1)N1C(=O)c2ccccc2S1(=O)=O (stereo not drawn)	9	0	-5	6	-2	-10	1	-9	-2
O=C(c1ccc(Cl)cc1)N1CCc2c([nH]c3ccccc23)C1C(F)(F)F (stereo not drawn)	13	-9	9	4	-4	-9	1.1	-14	-3
CCN1CCN(c2cc(C)c3cc(NC(=O)c4ccc(OC)c(OC)c4)ccc3n2)CC1	13	-4	-6	-5	-6	-1	1	6	1
Cc1ccc([C@@H]2[C@@H]3C(=O)N(C)C(=O)[C@@H]3[C@]3(C)C(=O)N(Cc4ccccc4)CC(=O)N23)o1	3	0	2	-13	-5	3	1	-13	1
CCOc1cc(/C=N/O)cc(Cl)c1OC	-17	16	-15	7	1	-5	0.84	0	-4
CC1CCCC(C)N1/N=C/c1ccccc1OC(F)F (stereo not drawn)	8	4	11	5	-1	-12	0.96	-22	1
Cc1cccc(NC(=O)CCNS(=O)(=O)c2cccc3nsnc23)c1C	2	0	-3	11	2	0	1	-12	6
CCOc1ccc(OCC)c(S(=O)(=O)N2CCC(C)CC2)c1	-6	-5	11	29	-1	-7	1.1	19	1
CCOc1cc(CN2CCN(c3ccc(C(C)=O)cc3)CC2)ccc1OC	19	6	3	-14	1	-3	0.94	12	-1
Cc1ccc(NC(=O)c2cccc3c2C(=O)N(C2CCCCC2)C3)c(C)c1	-7	6	-10	14	0	-3	0.94	10	-3
C=CCn1c(SCC(=O)Nc2nnc(CC)s2)nnc1-c1ccco1	-8	-10	10	0	0	-4	1.1	21	-3
COc1ccc(CN2CCN(Cc3ccon3)CC2CCO)c(C)c1C (stereo not drawn)	8	3	-4	-3	-3	-4	0.97	11	-1
COc1ccc(Nc2cc(C)nc3ccccc23)cc1	5	2	2	0	-4	-4	0.98	17	11
C=C(C)C1CC=C(C)/C(=N\NC(=O)CCc2ccccc2)C1 (stereo not drawn)	-7	-3	-6	10	1	-11	1	13	-2
COCCNC(=O)CCCN1C(=O)c2ccccc2Sc2ncccc21	5	-3	-9	-14	-2	-10	1	12	-3
COc1ccc(Nc2nc3ccccc3n3cnnc23)cc1Cl	25	11	2	12	-5	-5	0.89	21	1
COC(=O)CSc1nc(N2CCOCC2)c2c(c1C#N)CCCC2	16	-1	7	18	3	-2	1	9	0
Cc1ccccc1Nc1nnc(SCC(=O)N(C)C2CCS(=O)(=O)C2)s1 (stereo not drawn)	11	10	11	-7	0	3	0.9	-2	0
COC(C[C@@H](O)C[C@@H](O)[C@H](C)OCc1ccccc1)OC	5	3	3	-2	6	-4	0.97	-5	-1
O=C(CNC(=O)c1ccc(Br)o1)NCc1ccc(Cl)cc1	16	0	-3	-11	0	-4	1	-49	-2
O=C(NC(=S)Nc1nc(-c2ccccc2)cs1)c1cncc(Br)c1	1	18	1	1	-3	1	0.82	7	-1
